Screens as filed in PubChem BioAssay.
CSN inh: inhibitors of CSN-mediated cullin deneddylation, primary screen, biochemical, fluorescence polarization, uHTS; Purified CSN, SCF-Nedd8-OG deneddylation; inhibition, % at 12.5 µM; 360,000 compounds, 0.38% hits;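 active means pattern-corrected inhibition above about 35%, with an unprinted fluorescence ratio check between 0.5 and 1.5, limit read from the data, passing the limit was not always enough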;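 further: 0% = enzyme with substrate and 100% = substrate without enzyme; some results filed as inactive read as strong as hits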
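Schedule: reaction 90 min, room temperature / Assay system: HEK293T-derived human Csn5 enzyme / Input: Csn5 at 0.24 nM final / Measure: inhibition of Csn5 cleavage, % / Control set: substrate-only high control, full reaction low control / Technique: fluorescence polarization of the substrate / Buffer or medium: Tris/NaCl/DTT buffer, pH 7.5 / Reagent: SCFSkp2-Nedd8OG substrate at 10 nM final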
FAS TE block: FAS thioesterase domain inhibitors, primary screen, biochemical, fluorescence intensity, uHTS | inhibition, % at 15 µM | 360,000 compounds, 0.67% hits | recombinant FAS-TE, OMFH fluorogenic substrate, fluorescence endpoint | AID 602261, 2012;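 active means compounds whose normalised, plate-corrected inhibition of enzyme fluorescence in the single-dose primary screen is 50% or more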;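 further: 0% = DMSO with enzyme and 100% = substrate without enzyme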
NadD inh: inhibitors of S. aureus NadD, primary screen, biochemical, colorimetric, uHTS. Nicotinate-nucleotide adenylyltransferase NadD (Staphylococcus aureus N315). purified NadD enzyme, colorimetric absorbance read-out. inhibition, % at 20 µM. 360,000 compounds, 0.78% hits; in the data active means inhibition above about 26%; further: some compounds past the cut are filed as inactive
Neddyl block: inhibitors of cullin neddylation, primary screen, biochemical, TR-FRET, uHTS, NAE and Ubc12. AID 651699, 2012. 360,000 compounds, 0.58% hits. NEDD8-conjugating enzyme Ubc12 (Homo sapiens) + NEDD8-activating enzyme E1 regulatory …. calls only at 25 µM; in the data active means inhibition above about 36%
Target sequence (P61081 whole entry, looked up): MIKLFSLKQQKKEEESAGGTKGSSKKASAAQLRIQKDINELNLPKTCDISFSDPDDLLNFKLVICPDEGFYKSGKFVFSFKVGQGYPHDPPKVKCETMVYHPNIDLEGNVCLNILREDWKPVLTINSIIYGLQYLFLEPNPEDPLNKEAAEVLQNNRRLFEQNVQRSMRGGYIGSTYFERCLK
Target sequence (Q13564 whole entry, looked up): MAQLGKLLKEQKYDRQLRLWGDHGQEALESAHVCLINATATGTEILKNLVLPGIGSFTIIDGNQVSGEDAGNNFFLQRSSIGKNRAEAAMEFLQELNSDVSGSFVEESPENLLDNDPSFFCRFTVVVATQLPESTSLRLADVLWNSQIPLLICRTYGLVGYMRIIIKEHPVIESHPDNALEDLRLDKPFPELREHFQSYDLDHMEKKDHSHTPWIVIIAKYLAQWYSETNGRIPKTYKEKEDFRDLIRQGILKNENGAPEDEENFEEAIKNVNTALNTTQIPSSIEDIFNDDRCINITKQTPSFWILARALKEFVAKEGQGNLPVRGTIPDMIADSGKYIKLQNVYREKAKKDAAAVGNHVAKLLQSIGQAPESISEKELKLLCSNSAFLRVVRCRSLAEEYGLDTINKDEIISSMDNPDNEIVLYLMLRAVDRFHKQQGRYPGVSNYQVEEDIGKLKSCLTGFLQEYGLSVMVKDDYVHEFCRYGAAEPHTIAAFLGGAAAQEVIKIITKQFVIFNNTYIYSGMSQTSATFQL
SKN-1 block: suppressors of acrylamide-induced Pgst-4::GFP reporter in worms, primary screen, SKN-1 inhibitor project, whole organism, uHTS, GFP/RFP fluorescence ratio, strain VP596. C. elegans VP596 Pgst-4::GFP/RFP ratio, 24 h. inhibition, % at 21.8 µM. 360,000 compounds, 0.49% hits;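 active means interference check ratio from 0.5 to 1.5 plus GFP to RFP signal ratio inhibition reaching or exceeding a fixed threshold, cut at about 30% in these data, passing the limit was not always enough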; further: some compounds called inactive have numbers as strong as hits
MT1-MMP act inh: blockers of MT1-MMP proenzyme processing, primary screen, HT1080 RFP-PRO-GFP cells, GFP/RFP fluorescence. GFP/RFP ratio fluorescence, overnight; percent of plate control window, DMSO zero. GFP/RFP ratio change, % at 20 µM. 360,000 compounds, 0.061% hits;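 active means GFP/RFP ratio change of at least 30% with cell ATP level not reduced by more than half and red fluorescence within 50% of control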; further: strong numbers were not always called active
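Assay system: HT1080 cells carrying an RFP-PRO-GFP reporter | Dosing: Single dose of 20 µM compound, 1% DMSO final | Incubation: Cells overnight before dosing, compound overnight, 37 °C, 5% CO2 | Evaluation: GFP/RFP fluorescence ratio | Control set: DMSO and RFP-L50D-GFP cell wells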
Rpn11 inh: Rpn11 (PSMD14) deubiquitinase inhibitors, primary screen, biochemical, fluorescence polarization, uHTS | calls only at 20 µM | 360,000 compounds, 0.59% hits | 26S proteasome non-ATPase regulatory subunit 14 (Homo sapiens), O00487 | human 26S proteasome, Ub4-pepOG fluorescence polarization; 20S core pre-blocked with epoxomicin;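 active means inhibition at 20 µM, scaled to each plate's controls, above about 33%, limit read from the data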
Target sequence (O00487 whole entry, looked up): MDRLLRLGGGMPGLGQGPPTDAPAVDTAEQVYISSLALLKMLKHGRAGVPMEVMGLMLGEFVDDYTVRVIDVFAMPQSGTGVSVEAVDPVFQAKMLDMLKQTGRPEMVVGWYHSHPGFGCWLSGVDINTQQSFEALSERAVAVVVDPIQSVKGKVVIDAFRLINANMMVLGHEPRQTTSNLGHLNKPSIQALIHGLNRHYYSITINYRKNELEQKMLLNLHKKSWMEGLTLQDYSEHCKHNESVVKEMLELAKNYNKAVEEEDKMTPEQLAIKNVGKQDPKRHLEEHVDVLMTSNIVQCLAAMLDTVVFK
MLLE-PAM2 inh: inhibitors of PABP1 MLLE–PAM2 peptide binding, primary screen, biochemical, fluorescence polarization, FITC-PAM2, GST-MLLE; Polyadenylate-binding protein 1 (Homo sapiens), P11940; inhibition, % at 20 µM; 360,000 compounds, 0.36% hits; AID 588489, 2011; in the data active means inhibition above about 35%, passing the limit was not always enough;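 further: plate controls were DMSO wells with GST-MLLE for no effect and wells lacking GST-MLLE protein for full effect; some results filed as inactive read as strong as hits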
Rin1-Abl PPI inh: inhibitors of Rin1-Abl protein binding, primary screen, biochemical, TR-FRET; inhibition, % at 7.35 µM; 360,000 compounds, 0.4% hits; AID 588664, 2011; in the data active means inhibition above about 5%, passing the limit was not always enough
* = called active by the depositor; i = inactive; x = not tested or not shown.

SMILES | CSN inh | FAS TE block | NadD inh | Neddyl block | SKN-1 block | MT1-MMP act inh | Rpn11 inh | MLLE-PAM2 inh | Rin1-Abl PPI inh
CCN1C(=O)[C@H]2[C@@H](c3ccc(OC)cc3)N[C@]3(CCCN(Cc4cccn4C)C3=O)[C@H]2C1=O | -2.3 | -5.9 | 8.9 | i | 14.4 | -3.1 | i | 7.0 | -0.5
CSc1ncc(F)c(N(CCO)CCO)n1 | -0.6 | -6.0 | 1.1 | i | 2.2 | -1.7 | i | -15.6 | -0.3
O=C(Nc1ccccc1F)C1CCN(C(=O)NCc2ccccc2)CC1 | -1.4 | -1.9 | -4.6 | i | 21.0 | -2.3 | i | -0.5 | 4.2
COc1ccc(NC(=O)COC(=O)c2c(NC(C)=O)sc(C)c2C)cc1 | 3.0 | 0.8 | 0.2 | i | 7.4 | -7.3 | i | -6.5 | 4.0
CCOc1ccc(-c2nnc(-c3snc(-c4ccc(F)cc4)c3N=CN(C)C)o2)cc1 | 2.5 | -0.1 | 13.1 | i | -7.3 | -5.6 | i | -0.5 | 3.1
O=C(c1ccco1)N1CCN(c2ccnc3cc(Cl)ccc23)CC1 | 2.2 | -0.7 | -1.8 | i | 3.7 | -0.7 | i | 9.8 | -1.9
O=C(COc1ccccc1)Nc1nnc(-c2ccccc2Cl)o1 | 3.8 | -4.2 | 4.8 | i | 17.1 | -2.8 | i | -0.5 | 0.1
Cc1ccc(-n2c(C)c(C)c3c(NCCO)ncnc32)cc1 | 3.5 | -8.7 | -15.4 | i | -1.5 | 3.3 | i | 3.0 | -3.1
O=C(O)CC1(CC(=O)N2CCN(CCO)CC2)CCCC1 | -1.2 | -8.2 | 3.0 | i | -1.1 | 0.4 | i | 4.8 | 2.5
CCC(C)NC(=O)CN(c1ccc(OC)cc1)S(=O)(=O)c1ccccc1 (stereo not given) | -3.5 | -4.0 | -5.6 | i | 0.7 | -4.7 | i | 8.2 | 2.8
c1ccc(C[n+]2cccc(-c3ccccc3)c2)cc1 | -0.6 | -7.6 | -3.4 | i | -0.7 | -0.6 | i | 3.7 | -0.5
CCc1nn2c(=O)cc(COc3ccc(NC(=O)c4ccco4)cc3)nc2s1 | 2.7 | -4.9 | 6.3 | i | 15.2 | -1.4 | i | 2.7 | -2.2
CO/N=C(/CS(=O)Cc1ccccc1Cl)c1ccc(Cl)cc1Cl (stereo not given) | 4.5 | 18.6 | 0.8 | i | 0.8 | -0.9 | i | 12.1 | -0.7
c1ccc(Nc2nc(N3CCNCC3)nc(N3CCOCC3)n2)cc1 | 1.8 | -5.7 | 3.5 | i | 2.8 | -17.8 | i | -5.3 | -0.9
Cc1ccc(S(=O)(=O)N2CCCCC2)cc1NC(=O)c1ccc(Cl)nc1 | 6.1 | 1.3 | 0.6 | i | -14.3 | -1.2 | i | 2.2 | -2.4
O=C(NCCCN1CCOCC1)c1ccc2c(c1)N(Cc1ccc(F)cc1)CCS2 | -2.2 | -7.6 | -6.5 | x | 16.9 | -1.8 | i | 19.3 | -6.8
Cc1c(CC(=O)NCCC(C)C)c(=O)oc2cc3c(cc12)CCC(C)(C)O3 | 2.5 | 5.9 | -3.8 | x | -8.0 | 3.4 | i | -4.7 | -0.2
CC(=O)Nc1ccc(OCc2cccc3ccccc23)cc1 | 1.7 | 14.8 | -2.4 | i | 2.4 | 2.5 | i | 5.8 | -0.4
CNC(=O)c1ccc(NC(=O)c2cccc(C(F)(F)F)c2)cc1 | -8.1 | -4.8 | 0.5 | i | 2.6 | -0.3 | i | 10.0 | 3.5
CCCn1cc(SCC(=O)Nc2cc(C)on2)c2ccccc21 | -0.9 | -0.5 | -1.4 | i | 10.0 | -5.8 | i | -5.7 | 0.4
O=C(CSCc1ccc(Cl)cc1)Nc1ccc(S(=O)(=O)N2CCOCC2)cc1 | -6.9 | 3.8 | -3.8 | i | -4.0 | -2.5 | i | 3.9 | -3.3
COc1ccc(NC(=S)Nc2cc(C)ccn2)c(OC)c1 | -0.9 | 0.2 | -1.9 | i | 5.1 | -2.7 | i | 26.9 | 0.8
O=[N+]([O-])c1cc(C(F)(F)F)ccc1Sc1ccc2ccccc2n1 | 1.9 | 40.0 | 1.7 | i | 4.1 | 0.6 | i | 22.6 | 1.9
N#Cc1ccc(-c2ccccc2)nc1SCC(=O)c1cc2ccccc2oc1=O | 1.0 | -2.3 | 17.5 | i | 25.3 | 0.0 | i | -12.1 | -0.6
O=C(COC(=O)c1ccccc1NC(=O)c1ccco1)NC1CCCCC1 | -2.9 | 1.8 | -6.1 | i | 2.3 | 4.3 | i | -2.6 | 0.4
COc1cccc(NC(=O)COc2ccc(C(=O)N3CCN(C)CC3)cc2)c1 | 4.7 | -2.1 | -2.4 | i | 6.8 | -0.6 | i | 1.1 | 3.9
CCc1ccc(NC(=O)C2CCCN(S(=O)(=O)c3cccs3)C2)cc1 (stereo not given) | 1.1 | 13.5 | -2.6 | i | 6.3 | -0.8 | i | -1.2 | 0.1
CCN1CCN(c2cc(C)c3cc(NC(=S)N(C)Cc4ccccc4)ccc3n2)CC1 | 6.1 | -3.5 | -1.0 | i | -15.2 | 1.3 | i | -111.0 | 1.3
CN(C(=O)Cn1cc(C(F)(F)F)ccc1=O)c1c(N)n(Cc2ccccc2)c(=O)[nH]c1=O | 0.5 | -6.2 | -6.2 | i | 1.3 | -2.8 | i | -2.8 | 0.7
COC(=O)c1ccc(CNC(=O)C2CCC(=O)N(CCN3CCOCC3)C2)cc1 (stereo not given) | -2.7 | -2.0 | -3.8 | i | -12.2 | -1.2 | i | 2.1 | -3.7
CCS(=O)(=O)c1nc(S(=O)(=O)c2ccc(C)cc2)c(NCCCN(C)C)s1 | 11.1 | -5.2 | -6.4 | i | 7.8 | -2.0 | i | -12.1 | -1.7
COc1cc2c(-c3ccc4cc[nH]c4c3)c(-c3ccc(C#N)cc3)oc(=O)c2cc1OC | -0.9 | 66.9* | 25.8 | i | 16.0 | 1.4 | i | -7.3 | -0.2
CCOC(=O)N1CCN(C(=O)Cc2ccsc2)CC1 | -2.0 | -6.9 | -4.3 | i | -12.2 | 1.1 | i | -8.2 | -3.0
Cc1ccc2c(c1)C(c1ccc(F)cc1)N(C(=O)C1CC1)CC(=O)N2 (stereo not given) | -5.4 | 0.6 | -5.4 | i | 1.7 | 2.9 | i | -9.4 | 4.5
CCCCNC(=O)c1ccc2c(c1)ncn2C1CCCC1 | 2.1 | -7.4 | 1.4 | i | 3.4 | -1.5 | i | -12.1 | -1.1
O=C(Cn1cc(COc2ccc3ccc(=O)oc3c2)nn1)c1ccc(O)cc1 | -2.4 | -9.9 | -3.3 | i | -9.9 | 2.7 | i | 0.9 | -1.1
C=CCSc1nnc2c(n1)OC(c1cccnc1)Nc1ccccc1-2 (stereo not given) | 0.2 | -8.7 | -4.4 | i | -13.3 | 2.5 | i | 7.5 | -2.6
OCC1(CCc2ccccc2)CCN(Cc2ccc3nsnc3c2)CC1 | -9.9 | 5.3 | -3.9 | i | -1.1 | -3.6 | i | -4.1 | 4.0
CC(=O)Nc1ccc(S(=O)(=O)Nc2ccc(Cc3ccncc3)cc2)cc1 | -5.4 | 5.1 | 1.8 | i | 4.4 | 2.1 | i | 4.9 | 0.1
CCn1cc(C(=O)NCCCO)c(=O)c2cc(F)c(N3CCN(C)CC3)cc21 | 0.6 | -5.0 | -0.6 | x | 21.1 | -5.7 | i | 10.0 | 0.8

A portion of the results above, as a working copy:
SMILES | CSN inh | FAS TE block | NadD inh | Neddyl block | SKN-1 block | MT1-MMP act inh | Rpn11 inh | MLLE-PAM2 inh | Rin1-Abl PPI inh
CCN1C(=O)[C@H]2[C@@H](c3ccc(OC)cc3)N[C@]3(CCCN(Cc4cccn4C)C3=O)[C@H]2C1=O | -2.3 | -5.9 | 8.9 | i | 14.4 | -3.1 | i | 7.0 | -0.5
CSc1ncc(F)c(N(CCO)CCO)n1 | -0.6 | -6.0 | 1.1 | i | 2.2 | -1.7 | i | -15.6 | -0.3

Later entries.
SMILES | CSN inh | FAS TE block | NadD inh | Neddyl block | SKN-1 block | MT1-MMP act inh | Rpn11 inh | MLLE-PAM2 inh | Rin1-Abl PPI inh
O=C(Nc1ccccc1F)c1c[nH]c(=O)[nH]c1=O | 2.9 | -5.8 | -0.2 | i | 3.2 | -0.3 | i | 23.4 | -2.8
CCCCN(CCCC)Cc1cc(=O)oc2cc(OC)ccc12 | 1.1 | 9.5 | -3.4 | x | 4.8 | -1.5 | i | -4.1 | 3.4
CCCCCCCCN1C(=O)[C@H](CC(=O)N2CCOCC2)C[C@@]2(C(=O)OCC)CCCC=C12 | -1.6 | 7.9 | -2.9 | i | 14.4 | 2.2 | x | x | x
O=C(Nc1cc(Cl)ccc1-n1cncn1)c1cc(F)c(F)c(F)c1F | -1.1 | 16.2 | -1.1 | i | 16.1 | -4.5 | i | -3.1 | 0.0
O=C(CC(=O)c1ccccc1)Nc1ccc(Cl)cc1 | 0.4 | 2.7 | -3.2 | i | 2.3 | 12.9 | i | 22.1 | 0.2
Cc1cc(C(=O)O)cc(S(=O)(=O)Nc2c(C)nn(C)c2C)c1C | 0.1 | -4.3 | 1.1 | i | 17.8 | -0.8 | i | 5.6 | -0.7
CCCCC(CC)CNC(=O)C1CCCN(S(=O)(=O)c2cnc[nH]2)C1 (stereo not given) | 2.9 | -12.1 | -1.6 | i | -6.9 | -1.6 | i | 3.5 | 0.5
C=CCn1c(-c2ccc(Cl)cc2)c[nH]c1=S | 5.0 | -10.0 | 3.4 | i | -20.3 | 2.3 | i | -54.9 | 1.3
Cc1nc(Oc2cccc(Cl)c2)c2oc3ccccc3c2n1 | -2.2 | 17.9 | -2.9 | i | 21.9 | x | i | -7.8 | 5.4
COc1ccc(C2CC(c3ccccc3)=NN2C(=O)CSc2ncccn2)cc1 (stereo not given) | -13.0 | 7.2 | 3.1 | i | 10.2 | -0.7 | i | 10.9 | 0.3
Cc1[nH]ncc1Nc1ccccc1C(C)C | -2.8 | -4.7 | 2.6 | i | 15.1 | 4.2 | i | 9.8 | 4.7
CCOC(=O)N1CCN(C(=O)CSc2nnc(COc3ccccc3)o2)CC1 | -4.3 | -0.2 | 3.4 | i | -4.4 | -4.4 | i | 2.6 | -3.1
O=C1CN(C(=O)c2cccc([N+](=O)[O-])c2)CC(=O)N1 | -2.7 | -5.1 | 1.4 | i | 14.5 | -0.1 | i | -8.9 | 1.2
Clc1ccc(Nc2nc(-c3ccncc3)cs2)cc1 | 5.6 | -9.3 | -4.5 | i | -4.2 | -1.2 | i | -14.4 | 2.2
CC(NC(=O)C(=O)NCc1cccs1)c1ccccc1 (stereo not given) | -1.4 | -2.5 | 3.1 | i | -14.7 | 0.2 | i | -6.5 | 6.8
